# PfHsp40 yeast – rescue of yeast from PfHsp40 toxicity, primary screen, S. cerevisiae, ATP luminescence; S. cerevisiae expressing PfHsp40, growth rescue; growth rescue, % at 12.5 µM; 340,000 compounds, 0.68% hits; in the data active means growth rescue above about 28%, passing the limit was not always enough; inconclusive means no clear call, values can overlap the other calls;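 further: yeast W303a lacking pdr1 and pdr3 grown in galactose medium; growth measured after three days at 30 °C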
# Mtb BioA inh – M. tuberculosis BioA enzyme inhibitors, primary screen, biochemical, plate reader, single point, HTS | AID 602481, 2012 | inhibition, % at 9.99 µM | 360,000 compounds, 0.096% hits | purified M. tuberculosis BioA enzyme | 7,8-diaminopelargonic acid synthase BioA (Mycobacterium tuberculosis); in the data active means inhibition above about 40%; inconclusive means no clear call, values can overlap the other calls
# Anthrax LF inh2 – Bacillus anthracis LF protease inhibitors, primary screen, biochemical, multiplex microsphere, MLPCN library. Lethal factor (Bacillus anthracis), P15917. multiplex microsphere protease cleavage assay. inhibition, % at 10 µM. 360,000 compounds, 0.12% hits; further: plate controls were buffer without enzyme for full effect and enzyme alone for no effect
# Target sequence (P15917 whole entry, looked up): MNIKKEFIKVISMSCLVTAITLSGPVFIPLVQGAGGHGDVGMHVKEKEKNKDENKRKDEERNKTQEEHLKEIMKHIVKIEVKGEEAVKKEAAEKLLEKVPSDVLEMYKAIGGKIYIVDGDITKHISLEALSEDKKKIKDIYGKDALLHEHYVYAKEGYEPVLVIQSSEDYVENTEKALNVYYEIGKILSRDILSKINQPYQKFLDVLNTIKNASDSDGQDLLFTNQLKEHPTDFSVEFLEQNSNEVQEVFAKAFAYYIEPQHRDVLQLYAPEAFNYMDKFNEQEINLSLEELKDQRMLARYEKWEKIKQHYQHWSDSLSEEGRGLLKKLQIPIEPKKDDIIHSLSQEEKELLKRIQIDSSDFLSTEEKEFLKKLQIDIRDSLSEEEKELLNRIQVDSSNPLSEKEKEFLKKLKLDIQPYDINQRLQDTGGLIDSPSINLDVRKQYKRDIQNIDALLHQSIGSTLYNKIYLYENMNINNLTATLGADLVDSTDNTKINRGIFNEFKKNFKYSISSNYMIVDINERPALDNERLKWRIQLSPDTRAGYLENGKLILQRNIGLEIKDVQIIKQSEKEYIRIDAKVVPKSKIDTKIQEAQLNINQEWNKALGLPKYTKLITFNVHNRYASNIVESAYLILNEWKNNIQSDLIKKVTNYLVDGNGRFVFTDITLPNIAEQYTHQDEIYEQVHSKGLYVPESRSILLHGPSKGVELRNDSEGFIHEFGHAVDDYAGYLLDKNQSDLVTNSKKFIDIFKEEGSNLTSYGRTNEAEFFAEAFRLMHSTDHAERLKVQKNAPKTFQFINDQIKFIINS
# UGM FP inh – M. tuberculosis UGM enzyme inhibitors, primary screen, biochemical, fluorescence polarization, single point; purified UGM, fluorescence polarization probe displacement; UDP-galactopyranose mutase (Mycobacterium tuberculosis (strain ATCC 25618 / H37Rv)), …; AID 504406, 2011; inhibition, % at 10 µM; 320,000 compounds, 0.06% hits; in the data active means inhibition above about 10%, passing the limit was not always enough; inconclusive means no clear call, values can overlap the other calls
# FadD28 FP inh – inhibitors of FadD28 bisubstrate probe binding, primary screen, biochemical, fluorescence polarization, single point; inhibition, % at 12.5 µM; AID 588549, 2011; 360,000 compounds, 0.22% hits; Mycobacterium tuberculosis FadD28 fatty-acid-AMP ligase; in the data active means inhibition above about 8.5%, passing the limit was not always enough; inconclusive means no clear call, values can overlap the other calls
# BoNT-F LC inh – BoNT/F light chain protease inhibitors, primary screen, biochemical, flow cytometry, MLPCN library; Multiplex microsphere protease cleavage assay; inhibition, % at 10 µM; 360,000 compounds, 0.22% hits; in the data active means inhibition above about 35%, passing the limit was not always enough; inconclusive means no clear call, values can overlap the other calls; further: plate controls were buffer without enzyme for full effect and enzyme alone for no effect
# GDH-TPI inh – GDH-TPI coupling enzyme inhibitors, primary screen, artefact control for M. tuberculosis FBA inhibitor project, biochemical, absorbance, full deck | 360,000 compounds, 1.2% hits | inhibition, % at 4.8 µM | GDH-TPI coupled enzyme counterscreen, NADH absorbance | AID 588335, 2011; in the data active means inhibition above about 30%;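 further: 0% = DMSO wells and 100% = wells lacking the enzyme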
# Mtb FBA inh – Mtb FBA enzyme inhibitors, primary screen, biochemical, fluorescence, strain H37Rv | Fructose-bisphosphate aldolase (Mycobacterium tuberculosis (strain ATCC 25618 / H37Rv)), … | purified M. tuberculosis FBA, fluorescence read-out | inhibition, % at 1 µM | 360,000 compounds, 2.3% hits | AID 588726, 2011; in the data active means inhibition above about 27%;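 further: 0% = vehicle and 100% = reference inhibitor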
# BoNT A protease – BoNT/A light chain protease inhibitors, primary screen, biochemical, flow cytometry, MLPCN library. Botulinum neurotoxin type A light chain protease (Clostridium botulinum A str. ATCC 3502). multiplex microsphere protease substrate cleavage. inhibition, % at 10 µM. 360,000 compounds, 0.17% hits. AID 588499, 2011; further: plate controls were buffer without enzyme for full effect and enzyme alone for no effect
# * = called active by the depositor; ? = inconclusive; . = not tested or not shown. Unless noted, no stated cut-off is given here; in the data, active means inhibition above about 30%; inconclusive means no clear call, values can overlap the other calls; inactive means below that.
SMILES,PfHsp40 yeast,Mtb BioA inh,Anthrax LF inh2,UGM FP inh,FadD28 FP inh,BoNT-F LC inh,GDH-TPI inh,Mtb FBA inh,BoNT A protease
Cc1cccc(C)c1N1CCN(c2c(C)cccc2C)CC1,0.5,-2.4,7,-0.9,-0.7,?,11,2,?
CCOC(=O)c1cc2n(n1)C(C(F)(F)C(F)(F)F)CC(C)N2 (stereo unspecified),0.2,-1.1,2,-2.4,-2.5,-2,14,-5,0.9
COc1ccc(CNC(=O)CN2CCN(c3ccccc3)CC2)cc1,-0.4,-1.9,12,-2.2,-0.2,-9,3,1,0.7
CN(C)/C=C(/C(=O)c1ccccc1Cl)S(=O)(=O)c1ccccc1,3.1,-2.2,-5,-5.3,-0.7,1,-8,1,0.1
COc1cccc(C(=O)Nc2ccc3[nH]c(=O)[nH]c3c2)c1OC,0.2,5.6,1,-0.8,-3.6,4,-12,0,-0.7
Fc1ccc(-c2csc(NC(=S)Nc3ccccc3)n2)cc1,0.1,-2.5,-16,1.8,-4.1,-12,7,2,-3.5
CCOC(=O)C1CCCN(C(=O)c2cc(Cl)ccc2NC(=O)C2=C(C)OCCS2)C1 (stereo unspecified),0.6,-3.9,0,0.9,-1.5,9,0,2,-1.0
COCC(C)NC(=O)c1oc2c(c1C)C1(CCC2)SCCS1 (stereo unspecified),-1.1,.,-1,0.6,-1.6,-4,-6,-1,-0.7
CC1(C)C2CCC1(C)C(OC(=O)CNc1ccccc1)C2 (stereo unspecified),0.1,2.1,-2,-0.6,-2.5,0,-7,3,0.3
Cc1ccccc1NC(=O)COC(=O)c1c[nH]c(=O)[nH]c1=O,2.3,.,3,-1.9,-2.5,-2,-1,-2,0.3
C=CCn1c(SCC(N)=O)nc(C)cc1=O,-0.6,-0.3,1,0.3,-2.3,-4,0,3,-1.3
COc1ccc(N2CCN(S(=O)(=O)c3ccc(Cl)c(C(F)(F)F)c3)CC2)cc1,1.5,-1.0,-10,0.0,1.5,6,-4,0,0.0
COc1ccc(CCNCc2ccc(OCC(=O)N3CCCCC3)c(OC)c2)cc1OC,1.0,0.7,-5,-3.7,-3.2,1,-9,10,0.1
CCn1c(SCC(=O)Nc2ccc(OC)cc2)nc2nc3c(cc2c1=O)CCCC3,1.1,3.1,9,-0.2,-2.2,-1,-4,1,-2.1
CC1(c2ccccc2)CC(C)(C)N(C(=O)c2cc([N+](=O)[O-])cc([N+](=O)[O-])c2)c2ccccc21 (stereo unspecified),-1.8,.,0,-0.2,-4.5,1,13,-1,-0.9
COCCN(C(=O)Cc1cccs1)c1nnc(-c2cccnc2)s1,0.5,-9.9,3,0.1,0.6,3,11,-3,-0.5
CC(O)(c1ccccc1)c1nc(-c2cccc(F)c2)cs1 (stereo unspecified),.,-0.5,3,.,-5.9,1,7,-3,-0.1
COc1ccccc1N1C(=NC(=O)C(C)Oc2ccccc2)SC2CS(=O)(=O)CC21 (stereo unspecified),-0.4,-0.6,1,-4.2,-2.2,10,4,1,2.1
Cc1cccc(N2CCN(C3CCCCC3NS(=O)(=O)c3ccccc3)CC2C)c1 (stereo unspecified),1.6,-0.8,0,1.3,-0.1,-5,-9,1,-2.7
O=C(Cc1cccc2ccccc12)NNC(=O)c1cccs1,-0.4,0.7,0,-3.0,0.0,-32,12,1,0.7
Nc1nc(-c2ccc(Cl)cc2)cn1N,0.2,-1.2,0,1.9,-1.4,-3,11,3,1.2
CCCc1c(C(=O)Nc2ccc(C(F)(F)F)cc2)cnn1-c1ccccc1,1.0,.,.,1.7,-1.5,.,8,1,.
O=C(CN1C(=O)c2ccccc2C1=O)NCC(=O)OCC(=O)c1ccc(Cl)cc1,-0.6,.,-2,-1.0,-0.1,-4,4,7,0.0
CCOC(=O)N1CCN(C(=O)CCc2ccc(S(=O)(=O)NCCc3ccccc3)cc2)CC1,1.5,1.1,-5,0.0,-0.5,5,1,0,1.8
O=C(COC(=O)CCS(=O)(=O)c1ccccc1)Nc1ccc(N2CCCCC2)cc1,-0.6,-1.0,-6,-0.6,.,-25,8,5,4.3
CCC(C)N(C(=O)CSc1nnnn1-c1ccccc1OC)C1CCS(=O)(=O)C1 (stereo unspecified),-0.6,-0.7,4,-2.1,-0.9,-1,1,0,0.2
Cc1cc(=O)oc(C)c1C(=O)N1CCN(C(c2ccccc2)c2ccccc2)CC1,-0.2,2.3,-9,2.7,0.6,-3,-2,1,0.1
Cc1nn(C)c(C)c1NC(=O)c1ccc(Cl)cc1,-1.9,-1.2,-2,0.5,0.7,-1,8,2,-0.2
CC1CN(c2nc(-c3ccccc3)nc3ccccc23)CC(C)O1 (stereo unspecified),0.0,-1.5,0,1.8,-1.2,-7,24,-1,0.2
O=C(NCc1cccnc1)c1ccc(Cl)c(S(=O)(=O)N2CCOCC2)c1,0.5,-1.2,-1,2.2,0.7,-6,-2,0,-0.2
CCNC(=O)C/C(C)=N/NC(=O)C(=O)Nc1ccc(CC)cc1,-0.3,.,-4,-2.2,-3.1,-2,-1,-1,-0.3
Cc1ccc(S(=O)(=O)Oc2ccccc2[N+](=O)[O-])cc1,1.2,-2.1,-2,.,-1.5,0,9,-1,-0.2
Clc1ccccc1CN1CCC(Cc2ccccc2)CC1,1.6,-0.1,-2,0.6,1.7,31,-5,3,2.1
NC(Cc1c[nH]c2ccccc12)C(=O)Nc1ccccc1 (stereo unspecified),-1.6,-1.0,-3,-0.8,-1.2,-1,-3,0,-0.4
CCS(=O)(=O)C1=NSC2=NC(=O)/C(=C\c3ccc(OC(=O)c4ccco4)c(OC)c3)C(=N)N21,-0.5,-3.7,-2,-5.0,-2.0,0,3,5,-0.3
O=C(O/N=C1\CCCc2ccccc21)C1CC1,-0.1,-3.6,0,0.2,0.4,6,3,2,0.4
CC(C)=CCn1c2ccc(NC(=O)Nc3ccc(N(C)C)cc3)cc2c(=O)n1C,.,0.8,-3,.,-2.5,-11,4,3,-0.5
CN(C)C(=O)COC(=O)c1ccccc1NC(=O)c1ccco1,-1.7,.,-5,3.3,-1.4,0,-1,-1,-0.8
Cc1ccsc1/C=N/NC(=O)c1sccc1C,1.1,-0.8,0,-0.9,-6.4,-3,15,-4,-0.3
Cc1c(C)c([N+](=O)[O-])c(C)c(C)c1N,0.5,.,-3,.,-1.8,5,-6,-5,-0.1
CN1CCN(C2Cc3cc(Cl)ccc3Sc3cc(F)ccc32)CC1 (stereo unspecified),1.2,.,-6,-2.0,-6.3,-4,6,2,-0.7
Cc1cc(/C=N/n2cnnc2)c(C)n1-c1ccccc1,-2.5,.,0,2.6,-2.5,10,7,11,-0.5
CCOc1nc2ccccc2cc1/C=C/C(=O)O,0.4,-3.1,-9,2.5,-3.5,2,-4,1,0.1
COC(=O)c1cc(NC(=O)c2ccc(F)cc2)cc(C(=O)OC)c1,1.2,.,-2,4.1,-2.8,0,-10,3,-0.4
CCN(CC)S(=O)(=O)c1ccc(N2CC(C(=O)N3Cc4ccccc4CC3C(N)=O)CC2=O)cc1 (stereo unspecified),0.1,-1.2,-4,-1.1,-0.3,-2,1,0,0.6
O=c1[nH]c2c(s1)C=Nc1ccccc1N2,-1.3,-13,-8,7.5,-0.8,-3,13,5,0.4
COc1ccc(-n2ccnc(SCC(=O)NC3CCCC3)c2=O)cc1,0.2,2.1,-4,-1.9,-2.2,12,14,7,0.6
CC(C)CN(C(=O)COC(=O)c1ccc(-c2ccccc2)cc1)C1CCS(=O)(=O)C1 (stereo unspecified),-0.7,-1.9,4,-1.0,0.3,-8,12,6,-0.8

# Molecules from the list above with a CF3 group:
SMILES,PfHsp40 yeast,Mtb BioA inh,Anthrax LF inh2,UGM FP inh,FadD28 FP inh,BoNT-F LC inh,GDH-TPI inh,Mtb FBA inh,BoNT A protease
CCOC(=O)c1cc2n(n1)C(C(F)(F)C(F)(F)F)CC(C)N2 (stereo unspecified),0.2,-1.1,2,-2.4,-2.5,-2,14,-5,0.9
COc1ccc(N2CCN(S(=O)(=O)c3ccc(Cl)c(C(F)(F)F)c3)CC2)cc1,1.5,-1.0,-10,0.0,1.5,6,-4,0,0.0
CCCc1c(C(=O)Nc2ccc(C(F)(F)F)cc2)cnn1-c1ccccc1,1.0,.,.,1.7,-1.5,.,8,1,.

# Only PfHsp40 yeast and BoNT-F LC inh (2 entries from above):
molecule,PfHsp40 yeast,BoNT-F LC inh
COc1ccc(-n2ccnc(SCC(=O)NC3CCCC3)c2=O)cc1,0.2,12
CCN(CC)S(=O)(=O)c1ccc(N2CC(C(=O)N3Cc4ccccc4CC3C(N)=O)CC2=O)cc1 (stereo unspecified),0.1,-2

# (further entries)
SMILES,PfHsp40 yeast,Mtb BioA inh,Anthrax LF inh2,UGM FP inh,FadD28 FP inh,BoNT-F LC inh,GDH-TPI inh,Mtb FBA inh,BoNT A protease
COc1ccc(C(=O)Cn2ccsc2=NC(C)=O)cc1,-1.5,.,0,-1.7,0.0,4,2,-3,0.4
COc1cc(/C=C2\C(=O)N(c3ccc(NC(C)=O)cc3)N=C2c2ccccc2)ccc1O,0.5,0.8,-4,5.3,1.1,1,14,-4,-1.3
CCNc1ccc(S(=O)(=O)NCCN(C)C)cc1[N+](=O)[O-],1.1,.,-12,-4.1,1.3,9,7,-4,-1.0
COc1ccc(C2NC(=O)C(C)S2)cc1 (stereo unspecified),0.4,-5.4,-4,-1.5,0.4,-9,-5,1,-4.6
O=S(NCc1ccccc1)C12CC3CC(CC(C3)C1)C2 (stereo unspecified),-0.9,-0.7,-2,0.9,-4.0,0,3,-5,0.9
NC(=O)c1ccsc1NC(=O)CN1C(=O)C2CC=CCC2C1=O (stereo unspecified),0.3,-0.3,0,-0.1,2.5,0,12,-3,0.8
COc1ccc(NS(=O)(=O)c2ccc(N3CC(O)=C(c4ccccc4)C3=N)cc2)cc1,0.5,-2.4,-7,0.4,-1.5,-3,1,-3,0.0
O=C1c2cnc3nc(SCc4cccc(Cl)c4)nn3c2CC2c3ccccc3CCN12 (stereo unspecified),0.5,-0.4,0,-0.9,-3.5,-1,-8,1,-0.4
COc1cccc(CNC(=O)CCNC(=O)N2CCn3c2nc2ccccc23)c1,0.8,0.0,1,0.4,0.1,-3,-2,2,-0.4
Cc1ccc(C(=O)OCC(=O)NC2CC2)s1,-0.4,2.1,-8,1.1,-1.9,-3,-1,-1,-0.4
Cc1cc(C)n(-c2ccc(NC(=O)C3CCCCN3C(=O)c3ccc(C)s3)cc2)n1 (stereo unspecified),1.2,1.4,0,1.2,0.0,3,3,6,-3.5
CCC(C)NC(=O)C1c2ccccc2C(=O)N1Cc1ccccc1 (stereo unspecified),-1.3,-1.5,11,-2.3,-2.3,-9,-1,0,-3.6
O=C(NCCc1ccccc1)C1CCN(S(=O)(=O)c2ccc(-n3cnnn3)cc2)CC1,0.3,.,-3,-3.2,-0.3,-4,8,1,0.5
COc1ccccc1C(=O)NC(=O)COC(=O)c1ccc(Cl)nc1,0.7,.,-2,0.1,-0.5,6,1,2,-2.8
COC(=O)CSc1nnc(-c2c[nH]c3ccccc23)o1,-1.0,-1.6,1,1.9,-6.0,?,-5,0,-1.9
CCOc1ccc(S(=O)(=O)N2CCCCC2)cc1NC(=O)c1ccccc1,-0.5,-1.1,-4,.,-1.9,-12,1,-1,-0.6
O=C(NC(=S)Nc1ccccn1)c1ccc(-c2ccccc2)cc1,12,-1.6,2,1.0,0.1,-4,12,1,-2.1
Clc1ccccc1-c1nc(-c2ccccc2)n[nH]1,0.7,1.7,-1,3.2,-2.9,-1,5,0,-0.6
